RGS4 pot: RGS4 potentiation or activation; AID 463111; B-score at 10 µM; actives 0.92% (n = 310,000); HEK293 M3R/inducible RGS4, carbachol calcium flux Fluo4; active compounds read low;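 active = B-score of the integrated calcium signal more than 4 SD below the library mean, with starting fluorescence not abnormally high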;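 note: negative B-score means reduced calcium response which marks RGS4 activation or potentiation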
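Material: M3R-expressing HEK293 line, RGS4 induced by doxycycline | Schedule: Overnight RGS4 induction, 30 min dye load 37 °C, 20 min compound RT | Measured by: Fluo4 fluorescence kinetic imaging of calcium | Read-out: Integrated calcium ratio converted to B score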
HIF activator: HIF pathway transcriptional activation; AID 1910; actives 0.32% (n = 300,000); activation, % at 7.5 µM (by protocol); U2OS HRE-luciferase reporter, luminescence; normalized: DMSO 0%, desferrioxamine 100%;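 active = mean activation of at least 10% of the iron chelator positive control signal, with at least half of replicates also reaching 10%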
SKKanGAS inh: SKKanGAS growth inhibition; S. pyogenes SKKanGAS, kanamycin growth, BacTiter-Glo, 6 h; inhibition, % at 7.5 µM; actives 1.3% (n = 300,000);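 active = mean replicate score, as percent of positive control median, at least 50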;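 note: strain carries kanamycin resistance gene driven by streptokinase promoter and grows in 40 µg/ml kanamycin; loss of luminescence reflects streptokinase promoter inhibition or plain growth inhibition; 0% = median of DMSO wells and 100% = positive control at its reference dose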
MrgX1 ag: human MrgX1 receptor agonism, primary screen; Q96LB2; MrgX1-HEK293 cells, Fluo-4 calcium fluorescence, agonist mode; active compounds read high; B-score at 10 µM; actives 0.44% (n = 310,000);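 active = calcium response B-score plate-corrected fluorescence ratio at least 3 library SD, with starting fluorescence B-score inside 5 SD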
Target sequence (Q96LB2 whole entry, looked up): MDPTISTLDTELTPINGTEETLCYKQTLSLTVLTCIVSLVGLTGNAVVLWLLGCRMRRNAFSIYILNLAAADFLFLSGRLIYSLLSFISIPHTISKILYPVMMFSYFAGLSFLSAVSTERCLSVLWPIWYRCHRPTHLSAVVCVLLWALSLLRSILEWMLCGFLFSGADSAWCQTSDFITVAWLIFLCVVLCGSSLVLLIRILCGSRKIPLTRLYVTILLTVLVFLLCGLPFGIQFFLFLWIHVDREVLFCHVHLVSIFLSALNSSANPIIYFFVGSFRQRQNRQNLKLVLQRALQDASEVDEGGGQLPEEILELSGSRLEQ
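System – MrgX1-expressing HEK293 cells · Incubation – cells plated overnight, dye loaded 0.5 h 37 °C, 0.5 h room temperature · Technique – kinetic Fluo-4 NW fluorescence of intracellular calcium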
MrgX1 antag: human MrgX1 receptor antagonism, primary screen; Q96LB2; MRGX1-HEK293 calcium flux, Fluo-4, BAM8-22 antagonism; active compounds read low; B-score at 10 µM; actives 1.3% (n = 310,000); AID 588676;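 active = calcium-response B-score plate-corrected more than 3 library SD below zero, starting fluorescence within 5 deviations, no agonist response on first addition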;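 note: peak minus trough fluorescence over baseline after final BAM8-22 challenge near maximal dose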
TRPC6 inh: blocks the mouse TRPC6 cation channel | Q61143 | HEK293-TRPC6, membrane potential dye, ACh-evoked depolarization; active compounds read low | B-score at 10 µM | actives 1.1% (n = 310,000) | AID 2553;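 active = B-score under library mean minus 3 SD, initial fluorescence not abnormally high, positive integrated signal ratio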;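 note: B-score derived from integrated fluorescence ratio over the kinetic read; more negative B-score means stronger inhibition of depolarization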
TRPC6 activator: activators of mouse TRPC6 channel; Q61143; B-score at 10 µM; HEK293-TRPC6 membrane potential dye fluorescence; active compounds read high; actives 0.13% (n = 310,000);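 active = B-score of the integrated fluorescence ratio above library mean plus 3 SD, and starting fluorescence ratio within library mean plus 5 SD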;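 note: higher score means more depolarization so channel activation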
Platelet DG rel: modulates dense granule release in human platelets; human platelet-rich plasma, SFLLRN dense granule ATP release, luminescence; inhibition, %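 (compounds screened at 7.5 µM in platelet-rich plasma)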; actives 0.22% (n = 300,000); AID 1663;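 active = mean replicate score, as percent of positive control, at or above 50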
RGS4 inh: human RGS4 inhibition; P49798; actives 0.45% (n = 310,000); B-score at 10 µM; HEK293 M3R/RGS4 inducible, Fluo-4 calcium flux; active compounds read high; triggered by carbachol at its EC20;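 active = B-score, a plate-corrected calcium signal, over three deviations above library mean, with baseline fluorescence within five deviations of library mean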;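 note: RGS4 expression induced by doxycycline in cells with stable M3 receptor; B-score is computed from the integrated fluorescence ratio over baseline after carbachol; higher B-score means a larger calcium signal and so more RGS4 inhibition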
Target sequence (P49798 whole entry, looked up): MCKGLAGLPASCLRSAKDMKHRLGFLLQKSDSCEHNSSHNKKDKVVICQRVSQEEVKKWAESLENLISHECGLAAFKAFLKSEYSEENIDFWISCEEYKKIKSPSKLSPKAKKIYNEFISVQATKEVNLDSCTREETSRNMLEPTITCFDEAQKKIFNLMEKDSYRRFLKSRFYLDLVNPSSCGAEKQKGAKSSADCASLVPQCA
TRPC4 block: blocks the mouse TRPC4 cation channel | Q9QUQ5 | HEK293 TRPC4beta/mu-opioid, DAMGO-evoked Fluo4 calcium flux; active compounds read low | B-score at 10 µM | actives 0.39% (n = 300,000) | AID 2247;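 active = B-score over 3 SD under the library average, no early fluorescence shift, positive overall ratio signal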
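Test system – stable TRPC4beta/mu-opioid receptor HEK293 cells · Probe or stimulus – DAMGO, a submaximal dose followed by a maximal one · Dosing – one concentration per compound · Signal – Fluo4 calcium fluorescence by kinetic imaging, 5 s 1 Hz baseline · Evaluation – per-well B score of integrated baseline-normalized Fluo4 ratio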
MrgX1 allo act: human MrgX1 positive allosteric modulation, primary screen; Q96LB2; MrgX1-HEK293, Fluo-4 calcium flux, FDSS; active compounds read high; B-score at 10 µM; actives 0.63% (n = 310,000); AID 588675;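 active = plate-corrected calcium response at least 3 library SD above typical, normal starting fluorescence, not activating the receptor alone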;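 note: compound read alongside a low EC10 to EC30 dose of BAM8-22 agonist; peak minus trough fluorescence over baseline measured at the second addition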
* = called active by the depositor; i = inactive; . = no result given. An unsorted share of the library. Share with any hit: about 6.1%.

canonical_smiles	HIF activator	MrgX1 allo act	SKKanGAS inh	MrgX1 antag	MrgX1 ag	TRPC6 inh	TRPC6 activator	RGS4 pot	RGS4 inh	TRPC4 block	Platelet DG rel
O=C(Nc1ccc(Cl)cc1)Nc1nnc(SCc2ccc(Cl)cc2)s1	-0.5	i	-3	i	i	i	i	i	i	i	-1
O=C1Nc2ccc(Br)cc2/C1=C/C(=O)c1ccc2c(c1)OCO2	0.9	i	-1	-5*	i	i	i	i	6.1*	i	11
CCN(CC)CCCNC(=O)c1cn(CC)c2ccc(S(=O)(=O)N(C)C3CCCCC3)cc2c1=O	0.7	i	2	i	i	i	i	i	i	i	-11
O=C(O)COc1ccc(/C=C2\SC(=Nc3ccccc3)N(c3ccccc3)C2=O)cc1	0.0	i	10	i	i	i	i	i	i	i	0
CC1CN(c2ccc(NC(=S)NNCCC#N)cc2)CC(C)O1 (stereo not drawn)	-0.4	i	1	i	i	i	i	i	i	i	1
COc1ccc(N2CCN(C(=O)c3cc(-c4cc(OC)ccc4OC)nc4ccccc34)CC2)cc1	-0.1	i	7	i	i	i	i	-7*	i	i	3
CC(=O)C1(C)N(O)C(C)(C)C(c2ccco2)=[N+]1[O-] (stereo not drawn)	0.4	i	-1	i	i	i	i	i	i	i	-1
O=C1NC(=O)/C(=C/c2ccc(-c3cc(C(=O)O)ccc3Cl)o2)S1	-1.4	i	34	i	i	i	i	i	6.2*	i	1
C[C@@H]1C=CC(=O)O[C@@H]1c1ccc(C(F)(F)F)cc1	2.4	i	4	i	i	i	i	i	i	i	-3
COc1ccc(-c2csc(/C(C#N)=C\c3ccc(O)c([N+](=O)[O-])c3)n2)cc1OC	-0.3	i	95*	-11*	i	i	i	i	i	i	2
COc1ccc([N+](=O)[O-])cc1N(CC(=O)NC1CCCCC1)S(C)(=O)=O	-0.1	i	-2	i	i	i	i	i	i	i	-1
O=c1[nH]ncc2c3ccccc3n(Cc3cccc(Cl)c3)c12	-0.1	i	9	i	i	i	i	i	i	i	9
CCn1c(CSc2nc(C)cc(C)n2)nnc1SCC(=O)N1CCCc2ccccc21	-1.2	i	6	i	i	i	i	i	i	i	0
COc1ccc(OC)c(S(=O)(=O)N2CCC(C(=O)NCCc3ccc(OC)c(OC)c3)CC2)c1	-0.7	i	-19	i	i	i	i	i	i	i	-4
Cc1ccc(C(=O)Cn2nnc(-c3ccccc3)n2)cc1	1.0	i	-2	i	i	i	i	i	i	i	-7
CC1CCC(NC(=O)c2nn(C)c3c2CSc2ccccc2-3)CC1 (stereo not drawn)	0.0	i	-8	i	i	i	i	i	i	i	1
CCOc1ccc(/C=N/Nc2ccccn2)cc1OC	3.0	i	3	i	i	i	i	i	i	i	0
O=C(Nc1ccc(S(=O)(=O)Nc2ncccn2)cc1)c1ccccc1NS(=O)(=O)c1ccc(Cl)cc1	0.2	i	7	i	i	i	i	i	i	i	-3
O=C(C(=O)N1CCc2ccccc2C1)c1cn(CC(=O)N2CCCC2)c2ccccc12	0.4	i	-3	i	i	i	i	i	i	i	-8
COc1cccc(Nc2c(F)c(OC)c(F)c(F)c2C(=O)O)c1	.	i	1	i	i	i	i	i	i	i	.
C=C(C)c1cccc(C(C)(C)NC(=O)Nc2cc(C)ccc2OC)c1	-0.8	i	6	i	i	i	i	i	i	i	0
CC(=O)N1c2ccc(S(=O)(=O)N3CCC(C(=O)N4CCN(c5ccccc5)CC4)CC3)cc2CC1C (stereo not drawn)	-0.3	i	-6	i	i	i	i	i	i	i	1
CCn1c(O)c(C=Nc2ccccc2)n(-c2ccccc2)c1=S	0.3	i	20	i	i	i	i	i	i	i	-4
COc1ccc(-c2nc3cc(C)ccn3c2NC(=O)c2c(F)cccc2Cl)cc1	0.4	i	5	i	i	i	i	i	i	i	-2
CCOC(=O)Nc1cccc(OCC(=O)Nc2ccccc2OC)c1	-0.6	i	-6	i	i	i	i	i	i	i	-2
Nc1c(C=C2C=CC(=O)C=C2)c(=O)nc2sc(CC(=O)N3CCCCC3)nn12	-0.4	i	6	i	i	i	i	i	i	i	-15
COc1cc(SC)ccc1C(=O)Nc1ccc(Cl)cn1	-2.2	i	-29	i	40*	i	i	i	i	i	6
CCOC(=O)N1CCC(NC(=O)c2ccc3c(c2)N=C(CC)c2cc(C)ccc2S3)CC1	1.4	i	33	i	i	i	i	i	i	i	12
COC(=O)c1ccccc1NC(=O)CSc1ncccn1	0.2	i	2	i	i	i	i	i	i	i	4
O=C1C2C3C=CC(CC3)C2C(=O)N1c1nccs1 (stereo not drawn)	-0.3	i	2	i	i	i	i	i	i	i	-16
COc1cccc(-n2nnc3c(=O)n(Cc4cccc(C)c4)cnc32)c1	0.2	i	9	i	i	i	i	i	i	i	-6
O=c1c2c3c(sc2nc2sc(CN4CCOCC4)cn12)CCCC3	.	.	.	.	.	i	i	i	i	i	.
CCOc1ccc2nc(NC(=O)COC)sc2c1	1.3	i	-2	i	i	i	i	i	i	i	2
CSc1nnc([C@H](C)NC(=O)OC(C)(C)C)o1	0.4	i	-6	i	i	i	i	i	i	i	-4
C=CCNC1=C(Cl)C(=O)c2ccccc2C1=O	0.1	i	8	i	i	i	i	i	i	i	6
Cc1ccc(S(=O)(=O)N2CCN(Cc3ccco3)CC2)cc1C	-0.7	i	-5	i	i	i	i	i	i	i	-6
C=CCn1c(SCC(=O)N2CCOCC2)nc2scc(-c3ccco3)c2c1=O	-0.1	i	3	i	i	i	i	i	i	i	-8
CC(C)=CC(=O)OCC(=O)Nc1cc([N+](=O)[O-])ccc1F	0.4	i	3	i	i	i	i	i	i	i	6
S=c1[nH]nc(Cc2cccc3ccccc23)o1	.	i	6	i	i	i	i	i	i	i	2
CN(C)c1cc[n+](CC(=O)Nc2ccc(Cl)c([N+](=O)[O-])c2)cc1	0.7	i	-2	i	i	i	i	i	i	i	-2
Cc1ccccc1S(=O)(=O)Cc1ccc(C(=O)NCCCN2CCN(C)CC2)o1	-0.2	i	2	i	i	i	i	i	i	i	7
COc1ccccc1CNC(=O)C1CCCN(S(=O)(=O)c2ccc3c(c2)CC(C)N3C(C)=O)C1 (stereo not drawn)	-0.3	i	-5	i	i	i	i	i	i	i	9
CCN(CC)S(=O)(=O)c1ccc(C(=O)Nc2cccc(C)c2)cc1	0.5	i	15	i	i	i	i	i	i	i	3
Cc1ccc2[nH]c(=O)c(C3=NN(C(=O)CCC(=O)O)C(c4cccs4)C3)c(-c3ccccc3)c2c1 (stereo not drawn)	0.3	i	14	i	i	i	i	i	i	i	9
COc1cc2c(cc1OC)C(c1ccc([N+](=O)[O-])cc1)NCC2 (stereo not drawn)	-2.1	i	3	i	i	i	i	i	i	i	2
CCC(=O)Nc1ccc(NC(=O)CSc2nc3cc4c(cc3cc2C)CCC4)cc1	-0.8	i	-2	i	i	i	i	i	i	i	1
CCOC(=O)c1c(C)n(C)c2c1cc(OC(C)=O)c1ccccc12	-0.8	i	-10	i	i	i	i	i	i	i	-1
Cc1[nH]c(C)c(S(=O)(=O)NCc2ccc(F)cc2)c1C(=O)N1CCCC1	-0.5	i	-1	i	i	i	i	i	i	i	3
COCCNC(=O)c1cc(-c2ccc(-c3ccccc3)cc2)nc2ccccc12	1.9	i	22	i	i	i	i	i	i	i	5
CSc1ccccc1OCc1cc(C(=O)NCc2cnc(C)cn2)no1	-0.7	i	4	i	i	i	i	i	i	i	8
O=C(Cc1cccs1)NCCS(=O)(=O)N1CCN(c2cccc(Cl)c2)CC1	-50	i	16	i	i	i	i	i	i	i	-5
COC(=O)Cc1ccc(NC(=S)NCc2ccccc2Cl)cc1	0.4	i	4	i	i	i	i	i	i	i	11
O=C(Nc1ccc(S(=O)(=O)N2CCc3ccccc32)cc1)c1ccc2c(c1)OCO2	0.9	i	26	i	i	i	i	i	i	i	11
CCCCN1CCc2[nH]c(=S)[nH]c(=O)c2C1	0.1	i	-4	i	i	i	i	i	i	i	3
CCN1CCN(CCCNC(=O)C(=O)c2c(C)[nH]c3ccccc23)CC1	-0.7	i	-4	i	i	i	i	i	i	i	13
CCC(C(=O)O)P(=O)(c1ccc(Cl)cc1)c1ccc(Cl)cc1 (stereo not drawn)	-0.7	i	-2	i	i	i	i	i	i	i	0

Continuation.
canonical_smiles	HIF activator	MrgX1 allo act	SKKanGAS inh	MrgX1 antag	MrgX1 ag	TRPC6 inh	TRPC6 activator	RGS4 pot	RGS4 inh	TRPC4 block	Platelet DG rel
Cc1onc(-c2ccccc2Cl)c1C(=O)N1CCN(S(=O)(=O)c2ccc(F)c(F)c2)CC1	-0.6	i	5	i	i	i	i	i	i	i	-6
COCCn1c(SCC(=O)N2CCCc3ccccc32)nc2c(c1=O)SC(C)C2 (stereo not drawn)	-0.3	i	0	i	i	i	i	i	i	i	1
O=C(CC1C(=O)NCCN1Cc1ccccc1F)NC1CCCCCC1 (stereo not drawn)	0.5	i	-5	i	i	i	i	i	i	i	-9
Cc1nn(CC(=O)N2CCN(C)CC2)c(=O)c2ccccc12	-0.1	i	0	i	i	i	i	i	i	i	-6
C[C@H](NC(=O)c1nc[nH]c1C(=O)N[C@H](C)c1ccccc1)C(=O)OCc1ccccc1	-1.0	i	-1	i	i	i	i	i	i	i	-3
Cc1cccc(/C=N/NC(=O)c2ccc(NC(=O)c3ccc(F)cc3)cc2)n1	1.6	i	9	i	i	i	i	i	i	i	-15
Cc1nc(-c2cc(-c3ccc(Cl)cc3)no2)cs1	2.8	i	-1	i	i	i	i	i	i	i	35
Cc1ccc(-c2nn(CCC(=O)O)cc2CCC(=O)O)cc1	-0.2	i	-10	i	i	i	i	i	i	i	13
COc1ccc(-c2nc3n(c(=O)c2C#N)CCCS3)cc1	-0.1	i	11	i	i	i	i	i	i	i	-2
